Screening data (PubChem BioAssay)
Sm TGR block – qHTS Assay for the Inhibitors of Schistosoma Mansoni Peroxiredoxins | Schistosoma mansoni thioredoxin glutathione reductase (TGR), Q962Y6 | purified TGR, DTNB reduction, TNB absorbance 405 nm | Potency, µM (doses to about 114 µM), inactives show at the highest dose activity change, negative = inhibition, actives largely listed as inhibitors | 3% of 360,000 active; note: potency is the fitted concentration of half-maximal effect; % is set by controls: 0 for no effect and ±100 for the full control effect; nearly all actives have a fitted effect of over 60% in size
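TGR 20 nM + NADPH 100 uM (dispensed conc.), cpd preinc 15 min RT; start with NADPH (500 uM addition) then DTNB (15 mM addition). Kinetic TNB absorbance, 405 nm filter. Four-parameter Hill fit across titration.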
Giardia FBPA inh – qHTS Assay for Inhibitors of Fructose-1,6-bisphosphate Aldolase from Giardia Lamblia; 0.71% of 290,000 active; Potency, µM (highest dose often 59.6 µM), inactives show top-dose activity, negative = inhibition, usual class: inhibitors; purified Giardia FBPA; note: potency is the fitted concentration of half-maximal effect; % is set by controls: 0 for no effect and ±100 for the full control effect; nearly all actives have a fitted effect of over 55% in size
Target sequence (A8B2U2 whole entry, looked up): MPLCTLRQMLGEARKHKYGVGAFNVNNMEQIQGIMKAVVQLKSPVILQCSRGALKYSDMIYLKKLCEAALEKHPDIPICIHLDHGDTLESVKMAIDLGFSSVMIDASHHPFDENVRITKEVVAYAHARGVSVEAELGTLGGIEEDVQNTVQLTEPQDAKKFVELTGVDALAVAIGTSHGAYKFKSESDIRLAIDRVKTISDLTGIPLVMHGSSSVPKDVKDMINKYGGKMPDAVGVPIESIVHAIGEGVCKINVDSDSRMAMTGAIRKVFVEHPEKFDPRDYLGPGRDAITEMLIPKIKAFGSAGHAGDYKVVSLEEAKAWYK
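Giardia FBPA (40 nM reagent) was preincubated 10 min at RT with compound (up to 57.5 uM final), then substrate plus GAPDH/TPI/NAD/arsenate coupling system with diaphorase/resazurin was added; resorufin fluorescence (525/598 nm) was read after 20 min.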
Shiga inhibitor – A qHTS for Small Molecule Inhibitors of Shiga Toxin. Vero cells, Shiga toxin protein synthesis inhibition reporter. inhibition, % at 38.7 µM. 9.2% of 290,000 active. AID 2315, 2010; in the data active = inhibition mostly above about 28%, no sharp cut-off; inactive = mostly below about 43%; note: 0% is about no effect
Cycloheximide cs – Cycloheximide Counterscreen for Small Molecule Inhibitors of Shiga Toxin; cell reporter, cycloheximide protein synthesis inhibition counterscreen; max response, %; 12% of 300,000 active; in the data active = max response mostly above about 13%, no sharp cut-off; inactive = mostly below about 14%; note: read at 38.3 µM for the half of the compounds with a filed dose; 0% is about no effect
Pf growth 96h – Primary qHTS for delayed death inhibitors of the malarial parasite plastid, 96 hour incubation; 6.9% of 320,000 active; P. falciparum luciferase reporter growth, 96 h; Potency, µM (top dose mostly 28.7 µM), for inactives: top-dose activity change, negative = inhibition, hits mostly inhibitors; note: potency is the fitted concentration of half-maximal effect; % is set by controls: 0 for no effect and ±100 for the full control effect
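P. falciparum expressing integrated firefly luciferase, in erythrocytes at 2% hematocrit, 0.05% parasitemia, incubated with compounds 96 h at 37 C, 5% CO2. Growth inhibition read as loss of luminescence; two-generation exposure targets delayed-death apicoplast inhibitors.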
Pf growth 48h – Primary qHTS for delayed death inhibitors of the malarial parasite plastid, 48 hour incubation; AID 504832, 2011; 5.9% of 310,000 active; Potency, µM (highest dose often 28.7 µM), without a hit: at the highest dose activity change, negative = inhibition, hits mostly inhibitors; P. falciparum luciferase growth in erythrocytes, 48 h; note: potency is the fitted concentration of half-maximal effect; % is set by controls: 0 for no effect and ±100 for the full control effect
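Luciferase-expressing P. falciparum in infected erythrocytes (2% hematocrit, 0.1% parasitemia final) in RPMI 1640/0.5% Albumax were exposed to compound for 48 hours at 37 C, 5% CO2; growth read as luminescence.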
Starred values were filed as active, the others as inactive; i = inactive; ? = inconclusive; . = no result given; & = joins results of further samples; [ ] = dose if it differs, or a comment. Unless noted, calls come from the whole dose curve; as a rule, active = well fitted curve in the direction sought with a large enough effect; inconclusive = small, poorly fitted or top-dose-only effect, or another doubt; inactive = no such curve, though single readings can be large; an effect the other way counts as inactive or inconclusive.

SMILES | Sm TGR block | Giardia FBPA inh | Shiga inhibitor | Cycloheximide cs | Pf growth 96h | Pf growth 48h
COc1ccccc1CNC(=O)C1CCN(C(=O)c2sccc2-n2cccc2)CC1 | -5.3%&4.8% | . | -3.4 | 11.4 | 0.7% | -1.8%
CC(c1ccccc1)n1c(SCC(=O)N2CC(=O)Nc3ccccc32)nc2ccccc2c1=O (stereo unspecified) | -1.2% | -4.4% | -12.4 | -7.4 | 5.22µM* | 13.1µM*
O=C(NCc1ccccc1)C(=O)NCC1OCCCN1S(=O)(=O)c1cccs1 (stereo unspecified) | 0.8% | . | 2.8 | 11.5 | 10.8% | ?
O=C(Cn1nnc(-c2ccncc2)n1)N1CCc2ccccc21 | 1.0% | 12.3% | 21.0 | -2.7 | ? | 41.5%[activator]
O=C(CCCN1C(=O)c2cccnc2C1=O)N1CC(=O)N(CCc2ccccc2)C(=O)C1 | 0.4% | 0.9% | -3.4 | 0.7 | ? | 14.2%
CC(=O)c1cc(C(c2csc(C(C)=O)c2)c2csc(C(C)=O)c2)cs1 | -1.9% | 2.5% | 6.0 | -1.8 | ? | ?
COC(=O)c1ccc(/C=C/c2ccc3cccc(OC)c3n2)cc1 | -6.8% | -19.4% | -9.3 | -3.0 | ? | 8.9%
Cc1ccccc1-c1nnn(CC(=O)N2CCN(C(=O)c3ccco3)CC2)n1 | -5.8% | . | . | . | -3.1% | 4.3%
O=C(COC(=O)/C=C/c1cccc(Cl)c1)NCCc1ccc(Cl)cc1Cl | -15.5% | 0.9% | 22.5 | -1.4 | 13.4% | 3.6%
CCOC(=O)N1CCN(C(=O)CCNS(=O)(=O)c2cc(Br)cnc2N)CC1 | 0.9% | 5.0% | -5.8 | -1.8 | 189.6%[activator] | 0.2%
COCCCNC(=O)CSc1nc2ccccc2c(=O)n1Cc1ccc2c(c1)OCO2 | 0.9% | 3.1% | 19.3 | 6.8 | -5.4% | ?
CCc1ccc(NC(=O)CSc2ccc(-c3sc(C)nc3C)nn2)cc1 | -0.4% | . | -4.8 | 8.0 | ? | -10.6%
COC(=O)[C@]1(Cc2ccccc2)N[C@H](c2ccc(-c3ccccc3)cc2)[C@@H]2C(=O)N(C)C(=O)[C@@H]21 | -30.8% | . | . | . | ? | ?
Cc1cccc(-c2nc(S(=O)(=O)c3ccccc3)c(N3CCOCC3)o2)c1 | 44.7µM* | . | -2.9 | -8.9 | -1.0% | -5.0%
COc1ccc(NC(=O)Nc2cc(F)ccc2C)cc1 | . | -6.2% | 25.2 | 4.0 | 16.5% | ?
Cc1cc(N(C)C)cc(C)[n+]1[O-] | 1.6% | 1.3% | -3.9 | -1.9 | 248.6%[activator] | 14.2%
Cc1ccc(OCCCC(=O)Nc2ccc3c(c2)OCCO3)cc1 | 4.4% | . | . | . | 37.2%[activator] | 80.9%[activator]
CC12CN3CCN(C1)CC(C)(C3)C2=NN | 18.0% | 0.6% | 74.1* | 20.6* | ? | ?
Cc1nnc(NC(=O)COc2ccccc2)s1 | 5.6% | -2.7% | -8.9 | 1.0 | 33.0%[activator] | .
CC(C)(C)OC(=O)CNC(=O)c1[nH]cnc1C(=O)NCCCCCNC(=O)OC(C)(C)C | 6.7% | ? | 1.3 | -0.1 | -11.2% | -25.7%
COc1ccc(Nc2nnc(SCC(=O)N3CCCC3)s2)cc1 | 4.6% | -3.0% | -3.2 | 1.1 | ? | .
Cc1nn(C)c(Oc2ccc(Cl)cc2)c1C(=O)Nc1ccc(F)cc1F | -21.5% | 1.3% | -8.7 | 0.4 | ? | 8.0%
COc1ccc(C(=O)NC(=O)Nc2cc(C)ccn2)cc1 | -1.7% | -0.4% | 76.8* | 34.2* | . | 234.7%[activator]
C=CCNC(=S)/N=c1/ccccn1CCC | ? | -29.5% | -31.5 | -2.2 | -1.8% | 0.0%
O=C1C=C(c2ccc3[nH]ccc3c2)C[C@@H](c2ccc(Cl)cc2)C1 | 7.4% | . | . | . | 4.65µM* | 2.62µM*
COc1cc(-c2[nH]ncc2CN(C)Cc2cc(C)[nH]n2)cc(OC)c1OC | 2.9%[57.1 µM] | 3.0% | -5.3 | -0.7 | ? | -17.4%
CCOC(=O)C1CCCN(C(=O)c2sc3nc4n(c(=O)c3c2C)CCC4)C1 (stereo unspecified) | -1.0% | . | . | . | -10.8% | -6.0%
Cc1cc2nccc(-c3ccc(Cl)c([N+](=O)[O-])c3)n2n1 | 1.9% | 1.3% | 17.2 | -3.0 | 37.2%[activator] | i
COc1ccc(OCC2CCCN(Cc3nc(CC4CC4)no3)C2)cc1 (stereo unspecified) | -1.1% | 0.4% | 24.1 | 18.7* | ? | 16.8%
Cc1cccc(OC(=O)n2c(=S)oc3cc(Cl)ccc32)c1 | -34.6% | 16.2% | -5.4 | 6.1 | 0.0% | 13.1%
CC(C)OCCCNC(=O)C1CCN(S(=O)(=O)N2CCCCC2)CC1 | 12.0% | 4.7% | -8.8 | -1.4 | 1.8% | 5.2%
COc1ccccc1CNC(=O)C1CCN(S(C)(=O)=O)CC1 | -2.4% | -1.3% | -3.7 | -1.2 | . | 8.4%
CCOc1ccc(NS(=O)(=O)c2ccc(OC)c(NC(=O)c3ccc4c(c3)OCCO4)c2)cc1 | 0.2% | -1.0% | 23.1 | 6.0 | ? | -7.8%
NC(N)=NS(=O)(=O)c1ccc(NC(=S)NC(=O)/C=C/c2ccccc2)cc1 | 89.1µM* | -3.8% | . | -0.7 | 5.3% | 20.7%
Cc1ccc(CCSc2ccc(F)cc2)cn1 | 10.2% | 0.3% | 64.2* | 14.8* | ? | 22.0%
CCOP(=O)(OCC)C(O)c1ccc2c(c1)OCO2 (stereo unspecified) | 0.6% | 2.3% | 16.6 | -1.2 | 14.4% | -6.7%
Cc1cccc(NC(=S)NNC(=O)c2cccc([N+](=O)[O-])c2)c1 | -0.2% | 16.8% | 50.4* | 19.3* | ? | 64.2%[activator]
N#CC(C(=O)NCc1ccccc1)c1nc2ccccc2nc1N1CCCC1 (stereo unspecified) | -2.9% | -0.9% | -10.7 | -1.5 | 70.7%[activator] | 56.4%[activator]
COc1ccccc1[C@@H]1C(c2cccc(Cl)c2)=NN(c2ccc(Br)cc2)[C@H]1C(=O)N1CCOC1=O | 3.3% | -5.1%&-4.7% | -11.6 | -1.7&-2.9 | ? | ?
CCS(=O)(=O)C1=NN2C(=N)/C(=C\c3ccc(SCc4ccco4)o3)C(=O)N=C2S1 | 0.0% | -27.8% | -6.1 | 8.3 | -35.1% | -26.2%

Results in Giardia FBPA inh, Pf growth 96h and Shiga inhibitor, for 4 of the compounds above:
canonical_smiles	Giardia FBPA inh	Pf growth 96h	Shiga inhibitor
COCCCNC(=O)CSc1nc2ccccc2c(=O)n1Cc1ccc2c(c1)OCO2	3.1%	-5.4%	19.3
CCS(=O)(=O)C1=NN2C(=N)/C(=C\c3ccc(SCc4ccco4)o3)C(=O)N=C2S1	-27.8%	-35.1%	-6.1
Cc1cc(N(C)C)cc(C)[n+]1[O-]	1.3%	248.6%[activator]	-3.9
Cc1ccc(CCSc2ccc(F)cc2)cn1	0.3%	?	64.2*

(list continues)
SMILES | Sm TGR block | Giardia FBPA inh | Shiga inhibitor | Cycloheximide cs | Pf growth 96h | Pf growth 48h
O=C(COC(=O)/C=C/c1cccc(C(F)(F)F)c1)NC1CCS(=O)(=O)C1 (stereo unspecified) | 3.5% | . | . | . | -14.2% | -27.2%
CC(c1ccccc1)N(CC(=O)NC1CCCCC1)S(=O)(=O)c1cccc(C(F)(F)F)c1 (stereo unspecified) | 4.2% | -5.1% | 17.7 | -4.3 | ? | ?
COC(=O)Cc1cc(=O)n(-c2ccccc2)[nH]1 | -11.4% | -9.0% | -10.4 | 1.1 | 26.9% | -8.8%
COc1ccc(S(=O)(=O)NC(C)(C)C)cc1-c1nnc2c3ccccc3c(C)nn12 | 10.6%&0.3% | -0.1% | -24.4 | -5.5 | ? | .
Cc1cc(NC(=O)CCC(=O)N(c2ccccc2)C(C(=O)NC(C)(C)C)c2ccccc2Cl)no1 (stereo unspecified) | 41.8%[activator] | 6.8% | 11.8 | 2.2 | -18.4% | 13.1µM*
N#C/C(=C\c1ccc(-c2ccc(S(=O)(=O)N3CCOCC3)cc2)o1)C(=O)NC1CC1 | 0.8% | 3.7% | -6.4 | -2.9 | ? | -26.6%
O=C(O)c1cnc2[nH]c3ccccc3n2c1=O | 7.0% | -14.8% | 23.1 | 1.0 | 2.7% | 4.5%
Cc1cc(O)c2c3c(c(=O)oc2c1)CCC(C)C3 (stereo unspecified) | -0.4% | 12.9% | 5.4 | 5.8 | ? | ?
COc1cc(/C=N/N2C(=O)C3C4c5ccccc5C(c5ccccc54)C3C2=O)ccc1O (stereo unspecified) | -10.1% | -7.4% | -9.1 | 3.2 | -1.3% | -22.7%
COc1cc(/C=N/Nc2nc(N3CCCC3)nc(N3CCCC3)n2)ccc1OCc1ccccc1F | 17.5% | -8.4% | 40.1 | 9.9 | ? | ?
Cn1c(=O)c2c(ncn2CC(=O)Nc2nc(-c3ccc(F)c(F)c3)cs2)n(C)c1=O | 8.5% | -2.3% | -7.9 | -3.1 | 50.3%[activator] | ?
COc1ccccc1OCC(=O)NNC(=O)c1ccoc1C | -24.7% | -0.4% | 19.2 | 0.4 | 18.8% | 7.5%
CC(C)(C)C#CC(CCc1ccccc1)OS(N)(=O)=O (stereo unspecified) | 28.2µM* | -17.3% | 20.8 | 11.6* | ? | ?
COc1ccc(CNC(c2ccccc2)c2ccc(Cl)cc2)cc1 (stereo unspecified) | -5.0% | ? | -7.6 | -0.9 | ? | 0.0%
Cc1cc(CNC(=O)C2CCC(=O)N(Cc3ccccc3F)C2)nn1C (stereo unspecified) | -1.5% | . | 21.1 | -2.5 | ? | 2.7%
CCOc1ncccc1C(=O)NNC(=O)c1ccccc1-n1cccc1 | -4.8% | . | 46.3 | -1.8 | 32.2%[activator] | 7.9%
CC(=O)Nc1cccc(OCC(=O)Nc2sccc2C(N)=O)c1 | 1.7% | -4.3% | 69.5* | 48.8* | 163.4%[activator] | 96.9%[activator]
N#C/C(=C\Nc1ccc(F)c(Cl)c1)C(=O)C1CC1 | -6.9% | -19.0% | 16.6 | 6.0 | 28.9% | 13.9%
COc1cccc(CSc2nc3sc(C)c(C)c3c(=O)n2Cc2ccco2)c1 | 0.0% | 13.5% | 39.5 | 2.7 | -24.5% | -29.6%
Cc1ccc(-c2nc(NCCN(C)C)c3ccccc3n2)cc1 | -27.9% | 4.4% | 79.9 | 18.2* | -20.7% | ?
Cc1cc2cc(CNC(=O)c3ccc(Br)o3)ccc2[nH]1 | 39.8µM* | -15.8% | -10.1 | -6.4 | ? | ?
Cc1nc2ccccc2c(=O)n1NC(=O)c1ccccc1F | 3.8% | 7.9% | 4.6 | -1.8 | ? | -8.1%
CC(C)Cn1c(C(C)NC(=O)Cc2ccccc2)nc2ccccc21 (stereo unspecified) | -4.6% | -1.3% | 9.2 | 2.7 | -12.6% | -9.6%

Arranged by formula weight (smallest number first): some entries from above
SMILES | Sm TGR block | Giardia FBPA inh | Shiga inhibitor | Cycloheximide cs | Pf growth 96h | Pf growth 48h
COc1ccc(Nc2nnc(SCC(=O)N3CCCC3)s2)cc1 | 4.6% | -3.0% | -3.2 | 1.1 | ? | .
CCc1ccc(NC(=O)CSc2ccc(-c3sc(C)nc3C)nn2)cc1 | -0.4% | . | -4.8 | 8.0 | ? | -10.6%
COc1ccccc1[C@@H]1C(c2cccc(Cl)c2)=NN(c2ccc(Br)cc2)[C@H]1C(=O)N1CCOC1=O | 3.3% | -5.1%&-4.7% | -11.6 | -1.7&-2.9 | ? | ?

The order is random (roughly 24% active in at least one column).
